GLA spleen mod: inhibits or activates alpha-galactosidase in human spleen homogenate. Potency, µM (doses to about 80 µM), for the others: top-dose activity change, negative = inhibition, most hits filed as inhibitors. P06280. human spleen homogenate, 4MU-alpha-Gal fluorescence, 40 min. AID 2107. hit rate 0.008% among 240,000;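 further: potency means the concentration at half of the fitted maximal effect; 0% = enzyme with vehicle and -100% = no enzyme basal signal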
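Spleen homogenate 1 ug + cpd (titration) + 4-MU-alpha-D-galactopyranoside 1 mM; 37C 40 min; 50 mM citrate/phosphate pH 5.0, 0.01% Tween-20; stop pH 10; fluorescence 365/440; AC50 via Hill.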
Tau FP inhib: inhibitors of human tau fibril formation; K18 P301L tau heparin fibrillization, Alexa594 FP, 6 h; Potency, µM (series often up to 57.7 µM), for the others: top-dose activity, negative = inhibition, usual class: inhibitors; hit rate 0.39% among 280,000; P10636; further: potency means the concentration at half of the fitted maximal effect; on the % scale 0 is the no-effect control and ±100 the full control effect; nearly all actives have a fitted effect of over 55% in size
Target sequence (P10636 561-689 P618L limits assumed): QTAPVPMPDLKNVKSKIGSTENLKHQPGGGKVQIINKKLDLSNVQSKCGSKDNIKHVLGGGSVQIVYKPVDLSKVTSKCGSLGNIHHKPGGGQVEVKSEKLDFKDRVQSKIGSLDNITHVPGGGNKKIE
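Read-out: fluorescence polarization of Alexa 594-labeled tau (0.24 uM), 555 nm excitation, 632 nm emission. Mixtures held 15 uM unlabeled K18 P301L, compound and 20 uM heparin, pH 7 acetate buffer, incubated 6 hr at 37 C.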
NPSR antag: blocks cAMP signaling of the human neuropeptide S receptor. Potency, µM (doses to about 38.3 µM), for the others: at the top dose activity change, negative = inhibition, actives largely listed as inhibitors. hit rate 1% among 220,000. AID 1461. CHO-NPSR cells, cAMP TR-FRET, antagonist mode; further: potency means the concentration at half of the fitted maximal effect; on the % scale 0 is the no-effect control and ±100 the full control effect; nearly all actives have a fitted effect of over 50% in size; many of its hits are not listed in these tables
Target sequence (Q6W5P4 whole entry, looked up): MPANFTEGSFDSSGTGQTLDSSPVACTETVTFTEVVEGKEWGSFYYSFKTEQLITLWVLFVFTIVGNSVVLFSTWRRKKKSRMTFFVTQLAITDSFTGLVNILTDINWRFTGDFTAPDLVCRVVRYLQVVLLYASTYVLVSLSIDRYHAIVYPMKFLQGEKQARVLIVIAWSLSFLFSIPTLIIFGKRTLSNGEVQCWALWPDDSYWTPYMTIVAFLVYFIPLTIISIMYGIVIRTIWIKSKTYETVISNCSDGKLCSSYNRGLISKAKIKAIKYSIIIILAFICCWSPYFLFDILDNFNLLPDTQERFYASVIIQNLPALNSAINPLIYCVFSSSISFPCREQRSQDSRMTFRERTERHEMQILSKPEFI
Epigenetic reg: epigenetic control regulation, reporter derepression. murine LDR cells, GFP reporter derepression, 30 h. Potency, µM (top dose mostly 53.9 µM), for inactives: top-dose GFP activation, usual class: activators. hit rate 0.2% among 280,000; further: potency means the concentration at half of the fitted maximal effect; % of control where 0% means no effect; nearly all actives have a fitted effect of over 60% in size
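Derepression of a silenced CMV-GFP reporter in murine LDR cells is scored by enumerating GFP-positive cells with a laser-scanning microplate cytometer after 30 hours of treatment at 37 C.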
TexasRed fluor: alters Texas Red total fluorescence, flagging assay interference. TRb/SRC2 Texas Red total fluorescence interference. Potency, µM (top dose mostly 106 µM), for inactives: top-dose fluorescence change, negative = quenching. hit rate 0.29% among 280,000; active means well fitted curve in either direction with a large enough effect; inconclusive means small, poorly fitted or top-dose-only effect; further: potency means the concentration at half of the fitted maximal effect; on the % scale 0 is the no-effect control and ±100 the full control effect
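Human TRb ligand-binding domain at 0.6 uM with 20 nM Texas Red SRC2 peptide in Tris buffer containing 1 uM T3 and 5% DMSO, incubated with compound 5 h at ambient temperature. Total fluorescence (555/632 nm) calculated as parallel + 2 × perpendicular.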
CBFb RUNX1 block: inhibitors of human CBF-beta and RUNX1 interaction; Q01196+Q13951; AID 1477; 230,000 tested, under 10 active; Potency, µM (doses to about 59.8 µM), without a hit: at the highest dose activity, negative = inhibition, actives largely listed as inhibitors; AlphaScreen CBFb-His/RUNX1-biotin binding, biochemical; further: % of control where 0% means no effect
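Compounds were screened at multiple concentrations against a preformed CBF-beta(His)/RUNX1(biotin) complex (30 nM of each) for 15 min at room temperature, followed by 90 min with nickel and streptavidin beads and AlphaScreen reading.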
Tau fluor cs: counter-screen for tau fibril formation inhibitors. AID 1463. Potency, µM (titrated, usually from 57.7 µM), for inactives: at the top dose activity change, negative = decrease. hit rate 0.93% among 280,000. tau K18 P301L (four-repeat tau fragment) Alexa594 fluorescence, heparin fibrillization; further: potency means the concentration at half of the fitted maximal effect; on the % scale 0 is the no-effect control and ±100 the full control effect; nearly all actives have a fitted effect of over 55% in size
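Human K18 P301L tau (15 uM unlabeled plus 0.24 uM Alexa 594-labeled, final) in 100 mM sodium acetate pH 7 was mixed with compound and 20 uM heparin and incubated 6 hr at 37 C.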
TRb-SRC2 inh: inhibitors of human thyroid hormone receptor beta-SRC2 interaction; hit rate 0.065% among 280,000; TRbeta-SRC2 peptide binding, fluorescence polarization; receptor liganded with 1 µM T3; P10828; Potency, µM (highest dose often 106 µM), inactives show at the highest dose activity change, negative = inhibition, hits mostly inhibitors;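 further: potency means the concentration at half of the fitted maximal effect; plate controls were bound peptide for no effect and peptide without receptor for full effect; nearly all actives have a fitted effect of over 50% in size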
Target sequence (P10828 whole entry, looked up): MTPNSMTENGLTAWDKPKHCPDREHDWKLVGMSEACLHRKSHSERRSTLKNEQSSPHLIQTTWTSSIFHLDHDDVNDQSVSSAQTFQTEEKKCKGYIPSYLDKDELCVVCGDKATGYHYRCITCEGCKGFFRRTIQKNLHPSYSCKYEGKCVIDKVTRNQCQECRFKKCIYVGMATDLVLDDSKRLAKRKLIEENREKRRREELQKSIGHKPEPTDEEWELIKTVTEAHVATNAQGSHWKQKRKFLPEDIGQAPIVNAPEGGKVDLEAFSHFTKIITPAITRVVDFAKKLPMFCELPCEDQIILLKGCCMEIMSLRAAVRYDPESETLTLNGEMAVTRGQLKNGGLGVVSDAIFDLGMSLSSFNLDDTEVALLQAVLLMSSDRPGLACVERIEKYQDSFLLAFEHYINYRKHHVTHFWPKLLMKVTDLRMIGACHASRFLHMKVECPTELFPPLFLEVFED
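Fluorescence polarization of 20 nM Texas Red SRC2 peptide with 0.6 uM human TRb ligand-binding domain, in Tris buffer with 1uM T3 and 5% DMSO. Incubated 5 hr ambient; normalized to unbound and bound controls.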
Active calls of the source: *; [ ] = dose if it differs, or a comment. Unless noted, the call rests on the fitted dose curve; in most records, active means well fitted curve in the direction sought with a large enough effect; inconclusive means small, poorly fitted or top-dose-only effect, or another doubt; inactive means no such curve, though single readings can be large; an effect the other way counts as inactive or inconclusive. A portion of the library. The share of hits here may be higher or lower than overall.

Start of the data: the first 3 records as a preview:
What do the screens show for `Cc1ccc(Cl)cc1NC(=O)CCn1cnc2ccccc2c1=O`?
Tau FP inhib: 2%; Epigenetic reg: 1.4%; TexasRed fluor: -3%; Tau fluor cs: -2%; TRb-SRC2 inh: -4%

Results for CC1=C(C(=O)N2CCOCC2)C(c2ccsc2)C2=C(CCCC2=O)N1 (stereo not given) ?
GLA spleen mod: -14%; Tau FP inhib: 8%; NPSR antag: -8%[46.1 µM]; Epigenetic reg: 0.3%; TexasRed fluor: 0%; CBFb RUNX1 block: 2%; Tau fluor cs: 6%; TRb-SRC2 inh: -1%

Results for Cc1ccc(C)c(OCCn2cc(C(=O)c3cccs3)c3ccccc32)c1 ?
Tau FP inhib: inconclusive; Epigenetic reg: -1.0%; TexasRed fluor: 0%; Tau fluor cs: inconclusive; TRb-SRC2 inh: -4%

The list itself, repeating the preview:
What do the screens show for `Cc1ccc(Cl)cc1NC(=O)CCn1cnc2ccccc2c1=O`?
Tau FP inhib: 2%; Epigenetic reg: 1.4%; TexasRed fluor: -3%; Tau fluor cs: -2%; TRb-SRC2 inh: -4%

Results for CC1=C(C(=O)N2CCOCC2)C(c2ccsc2)C2=C(CCCC2=O)N1 (stereo not given) ?
GLA spleen mod: -14%; Tau FP inhib: 8%; NPSR antag: -8%[46.1 µM]; Epigenetic reg: 0.3%; TexasRed fluor: 0%; CBFb RUNX1 block: 2%; Tau fluor cs: 6%; TRb-SRC2 inh: -1%

Results for Cc1ccc(C)c(OCCn2cc(C(=O)c3cccs3)c3ccccc32)c1 ?
Tau FP inhib: inconclusive; Epigenetic reg: -1.0%; TexasRed fluor: 0%; Tau fluor cs: inconclusive; TRb-SRC2 inh: -4%

How did Cc1cccc(N(CC(=O)NCC2CCCO2)C(=O)CCC(=O)Nc2cc(C)on2)c1 (stereo not given) do in these assays?
GLA spleen mod: 2%; Tau FP inhib: -9%; NPSR antag: -2%[46.1 µM]; Epigenetic reg: -1.0%; TexasRed fluor: -4%; CBFb RUNX1 block: 2%; Tau fluor cs: -11%; TRb-SRC2 inh: -3%

Results for Cc1cc(C)cc(C(=O)NCCc2sc(-c3ccc(F)cc3)nc2C)c1 ?
Tau FP inhib: 3%; Epigenetic reg: -3.0%; TexasRed fluor: -2%; Tau fluor cs: -14%; TRb-SRC2 inh: -6%

What do the screens show for `CCN(CC)S(=O)(=O)c1ccc(C(=O)NCc2ccc3c(c2)OCO3)cc1`?
GLA spleen mod: -1%; Tau FP inhib: -1%; NPSR antag: 3%; Epigenetic reg: -5.5%; TexasRed fluor: -2%; CBFb RUNX1 block: 10%; Tau fluor cs: -4%; TRb-SRC2 inh: -4%

What do the screens show for `CCOC(=O)NN1C(=O)c2ccccc2NC1c1ccc(OC)cc1OC` (stereo not given)?
GLA spleen mod: 4%; Tau FP inhib: 2%; NPSR antag: 24%; Epigenetic reg: 3.7%; TexasRed fluor: -1%; CBFb RUNX1 block: 6%; Tau fluor cs: -1%; TRb-SRC2 inh: -3%

How did c1ccc(-c2cnn3nnnc3n2)cc1 do in these assays?
GLA spleen mod: 5%; Tau FP inhib: 2%; NPSR antag: -3%[46.1 µM]; Epigenetic reg: -0.9%; TexasRed fluor: -3%; CBFb RUNX1 block: 5%; Tau fluor cs: -5%; TRb-SRC2 inh: -1%

Results for CCc1ccc(CNC(=O)c2cc(-c3ccc(Br)s3)nc3ccccc23)cc1 ?
Tau FP inhib: -8%; Epigenetic reg: -0.1%; TexasRed fluor: 8%; Tau fluor cs: 0%; TRb-SRC2 inh: -1%

How did C=CCSC1=NN2CCS(=O)(=O)N=C2S1 do in these assays?
GLA spleen mod: -4%; Tau FP inhib: -2%; NPSR antag: 13%; Epigenetic reg: -0.3%; TexasRed fluor: 4%; CBFb RUNX1 block: -17%; Tau fluor cs: 3%; TRb-SRC2 inh: -9%

What do the screens show for `COc1ccc(N2Cc3cccc(C(=O)NC(C)CCc4ccco4)c3C2=O)cc1` (stereo not given)?
GLA spleen mod: -9%; Tau FP inhib: -12%; NPSR antag: -13%[46.1 µM]; Epigenetic reg: 1.7%; TexasRed fluor: -29%; CBFb RUNX1 block: inconclusive; Tau fluor cs: -14%; TRb-SRC2 inh: 19%

What do the screens show for `CC1CC(=O)Nc2ccccc2N1S(=O)(=O)c1cccs1` (stereo not given)?
GLA spleen mod: 5%; Tau FP inhib: -2%; NPSR antag: -27%; Epigenetic reg: -1.3%; TexasRed fluor: -3%; CBFb RUNX1 block: 6%; Tau fluor cs: 4%; TRb-SRC2 inh: -4%

Results for CCOC(=O)Cc1c(C)nc2c(-c3ccc(Cl)cc3)c(C(F)(F)F)nn2c1C ?
Tau FP inhib: -7%; Epigenetic reg: 3.2%; TexasRed fluor: 0%; Tau fluor cs: -11%; TRb-SRC2 inh: -2%

How did O=C1c2ccccc2C(Nc2cccnc2)N1Cc1ccccc1 (stereo not given) do in these assays?
GLA spleen mod: -7%; Tau FP inhib: 0%; NPSR antag: -10%[46.1 µM]; Epigenetic reg: -0.2%; TexasRed fluor: 0%; CBFb RUNX1 block: -5%; Tau fluor cs: -9%; TRb-SRC2 inh: 0%

Results for COc1ccc(Nc2ncnc3c2cnn3-c2cccc(C)c2)cc1OC ?
GLA spleen mod: 1%; Tau FP inhib: 5%; NPSR antag: 10%; Epigenetic reg: 0.0%; TexasRed fluor: -3%; CBFb RUNX1 block: 6%; Tau fluor cs: inconclusive; TRb-SRC2 inh: 3%

What do the screens show for `CCNc1nc(SC(C(C)=O)C(C)=O)nc(N(C)C)n1`?
GLA spleen mod: -7%; Tau FP inhib: 6%; NPSR antag: 4%[46.1 µM]; Epigenetic reg: 0.0%; TexasRed fluor: -2%; CBFb RUNX1 block: 7%; Tau fluor cs: 19%; TRb-SRC2 inh: -1%

Results for CCOC(=O)Cc1csc(NC(=O)CCNS(=O)(=O)c2ccc3c(c2)CCC(=O)N3)n1 ?
GLA spleen mod: 14%; Tau FP inhib: inconclusive; NPSR antag: -4%[46.1 µM]; Epigenetic reg: 0.0%; TexasRed fluor: 1%; CBFb RUNX1 block: 9%; Tau fluor cs: -26%; TRb-SRC2 inh: 2%

What do the screens show for `CCc1cccc(CC)c1NC(=O)c1ccc(-n2cncn2)nc1`?
GLA spleen mod: 9%; Tau FP inhib: -1%; NPSR antag: 8%; Epigenetic reg: -1.3%; TexasRed fluor: -5%; CBFb RUNX1 block: 4%; Tau fluor cs: 2%; TRb-SRC2 inh: 9%

How did COc1ccc(-c2cn(/N=C/c3ccc(Cl)cc3Cl)c(N)n2)cc1 do in these assays?
GLA spleen mod: 0%; Tau FP inhib: 11%; NPSR antag: -17%[46.1 µM]; Epigenetic reg: -0.3%; TexasRed fluor: 0%; CBFb RUNX1 block: -14%; Tau fluor cs: -19%; TRb-SRC2 inh: 2%

How did Cc1ccc(O)c(NC(=O)C2CC(c3c(F)cccc3Cl)=NO2)c1 (stereo not given) do in these assays?
GLA spleen mod: 8%; Tau FP inhib: inconclusive; NPSR antag: -2%[46.1 µM]; Epigenetic reg: 2.2%; TexasRed fluor: -6%; CBFb RUNX1 block: -4%; Tau fluor cs: inconclusive; TRb-SRC2 inh: 0%

How did CC(=O)c1ccc(NC(=O)c2ccc(CNc3c(N4CCOCC4)c(=O)c3=O)cc2)cc1 do in these assays?
GLA spleen mod: 7%; Tau FP inhib: -4%[0.0958 µM]; NPSR antag: 11%; Epigenetic reg: 2.9%; TexasRed fluor: -3%; CBFb RUNX1 block: 8%; Tau fluor cs: 14%[0.0958 µM]; TRb-SRC2 inh: -7%

Results for CCCCN(CC)Cc1ccc(CNC(=O)Nc2ccc(F)cc2)o1 ?
GLA spleen mod: -5%; Tau FP inhib: -6%; NPSR antag: -12%[46.1 µM]; Epigenetic reg: 0.7%; TexasRed fluor: 3%; CBFb RUNX1 block: 0%; Tau fluor cs: -6%; TRb-SRC2 inh: -8%

What do the screens show for `CC(C)(C)c1cc(NC(=O)c2ccco2)n(-c2ccccc2)n1`?
GLA spleen mod: 15%; Tau FP inhib: -13%; NPSR antag: 2%; Epigenetic reg: -1.8%; TexasRed fluor: -2%; CBFb RUNX1 block: inconclusive; Tau fluor cs: -2%; TRb-SRC2 inh: -3%

What do the screens show for `Cc1cc(C)c(-c2n[nH]c3c2C(c2ccccc2F)N(Cc2ccco2)C3=O)c(O)c1` (stereo not given)?
Tau FP inhib: 1%; Epigenetic reg: -6.0%; TexasRed fluor: -3%; Tau fluor cs: inconclusive; TRb-SRC2 inh: 2%

Results for Cc1noc(C)c1C(=O)OCC(=O)Nc1cc(Cl)ccc1Oc1ccccc1 ?
GLA spleen mod: 0%; Tau FP inhib: 5%; NPSR antag: inconclusive; Epigenetic reg: -7.1%; TexasRed fluor: -1%; CBFb RUNX1 block: 15%; Tau fluor cs: -20%; TRb-SRC2 inh: -5%

What do the screens show for `O=C(NC1CCCC1)C1CCCN1C(=O)Nc1ccccc1Cl` (stereo not given)?
GLA spleen mod: -2%; Tau FP inhib: 2%; NPSR antag: -3%[46.1 µM]; Epigenetic reg: -1.0%; TexasRed fluor: -2%; CBFb RUNX1 block: -5%; Tau fluor cs: 2%; TRb-SRC2 inh: -15%

How did COc1ccc(-c2oc3ncn4nc(-c5cccc(C)c5)nc4c3c2-c2ccc(OC)cc2)cc1 do in these assays?
Tau FP inhib: -9%; Epigenetic reg: -0.3%; TexasRed fluor: -3%; Tau fluor cs: 4%; TRb-SRC2 inh: 8%

How did COC(=O)[C@H](CCSC)NC(=O)c1cccnc1SC do in these assays?
GLA spleen mod: 7%; Tau FP inhib: 0%; NPSR antag: -3%[7.67 µM]; Epigenetic reg: 1.1%; TexasRed fluor: 0%; CBFb RUNX1 block: 1%; Tau fluor cs: -4%; TRb-SRC2 inh: 3%

Assay outcomes: PubChem BioAssay, National Center for Advancing Translational Sciences (NCATS)
